# ADAM17 inh: inhibitors of human ADAM17; P78536; recombinant ADAM17, EDANS/DABCYL FRET peptide cleavage; inhibition, % at 6.95 µM; 0.83% of 370,000 active; AID 720648;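 active = inhibition above the mean of compounds lying between control limits plus 3 SD, set per campaign, cut at about 8.5% in these data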;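 also: 0% = DMSO-only wells as the low control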
# KLK7 zymogen act: activators of human kallikrein-7 zymogen. P49862. purified proKLK7, EDANS-DABCYL substrate fluorescence; 100% is mature enzyme control, 0% vehicle. activation, % at 7 µM. 0.9% of 370,000 active. AID 652039;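 active = activation above the mean of all tested compounds plus 3 SD, computed per campaign excluding outliers beyond control limits, cut at about 13% in these data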
# DDE Tn6 FP inh: disrupts Tn6 cyclic peptide binding to fibrin D-Dimer-E complex | P02675 | inhibition, % at 8.3 µM | 0.21% of 370,000 active | Fibrin DD(E) TRITC-Tn6 fluorescence polarization displacement;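 active = inhibition above a per-campaign cutoff: mean of compounds within control limits plus 3 SD, cut at about 15% in these data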;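 also: 0% = median of all compound wells on the plate and 100% = blocking peptide control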
# Tn7 DDE FP: disrupts Tn7 cyclic peptide binding to fibrin D-Dimer-E complex; P02675; FP displacement of FITC-Tn7 peptide from fibrin DD(E); 0% = median of compound wells per plate; inhibition, % at 8.3 µM; 0.13% of 370,000 active;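 active = inhibition above the mean of compounds falling within the control limits plus 3 SD of them, cut at about 14% in these data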;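 also: 0% = plate median of compound wells and 100% = 10 µM Aha-Tn7 peptide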
#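 Measure: % inhibition scaled between sample-field median and high-control FP; Test system: human fibrin DD(E); Quantity: 2 µM final DD(E) protein; Doses: one dose, 8.3 µM nominal; Schedule: compound with protein 10 min, then 3 h after probe, room temperature; Detection: fluorescence polarization; Medium: Tris buffer with calcium and detergent, pH 7.8.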
# MBD2 inh: blocks human MBD2 binding to methylated DNA; AID 686964; 0.31% of 370,000 active; inhibition, % at 4.4 µM; Q9UBB5; TR-FRET, MBD2 binding to methylated oligonucleotide; in the data active = inhibition above about 13%
# Target sequence (Q9UBB5 whole entry, looked up): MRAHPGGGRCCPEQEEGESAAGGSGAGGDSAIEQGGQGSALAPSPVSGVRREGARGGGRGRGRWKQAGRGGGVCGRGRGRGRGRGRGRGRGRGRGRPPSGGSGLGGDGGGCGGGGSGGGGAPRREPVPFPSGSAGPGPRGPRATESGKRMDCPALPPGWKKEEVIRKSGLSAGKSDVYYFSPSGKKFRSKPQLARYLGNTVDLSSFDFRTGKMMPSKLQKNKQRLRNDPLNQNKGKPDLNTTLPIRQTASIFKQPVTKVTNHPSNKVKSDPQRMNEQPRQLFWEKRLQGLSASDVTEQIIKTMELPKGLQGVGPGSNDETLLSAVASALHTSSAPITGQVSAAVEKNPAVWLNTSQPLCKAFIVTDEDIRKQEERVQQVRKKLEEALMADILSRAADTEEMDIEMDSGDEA
# ARFGAP1 inh: inhibitors of rat ARFGAP1; 0.26% of 360,000 active; Arfgap1-stimulated ARF1 GTP hydrolysis, GDP FP detection; inhibition, % at 16.5 µM; Q62848; AID 651572;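 active = inhibition above a per-plate limit, mean inhibition of low control wells plus 3 SD, cut at about 25% in these data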;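 also: 0% = DMSO wells with enzyme and 100% = wells lacking Arfgap1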
# Target sequence (Q62848 1-136 limits assumed): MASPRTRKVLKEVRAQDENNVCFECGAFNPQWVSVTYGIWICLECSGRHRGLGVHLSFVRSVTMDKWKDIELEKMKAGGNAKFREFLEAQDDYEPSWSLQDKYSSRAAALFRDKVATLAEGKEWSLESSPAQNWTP
#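 Material: rat Arfgap1 GAP domain (His6, aa 1-136), purified enzyme. Also added: human ARF1(Δ1-17)-GTP substrate. Compound dosing: 16.5 µM single point, 1.26% DMSO. Timing: enzyme reaction 120 min at 25 °C after 20 min preincubation. Signal: GDP detection by fluorescence polarization. Read-out basis: percent inhibition of GAP-stimulated GDP formation, scaled between DMSO and no-Arfgap1 medians.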
# ASAP1 inh: blocks human ASAP1-stimulated Arf1 GTP hydrolysis; Q9ULH1; GDP FP detection; inhibition, % at 16.5 µM; 0.19% of 360,000 active; AID 624377; in the data active = inhibition above about 25%;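 also: 0% = vehicle with enzyme and substrate and 100% = no enzyme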
# Target sequence (Q9ULH1 325-724 limits assumed): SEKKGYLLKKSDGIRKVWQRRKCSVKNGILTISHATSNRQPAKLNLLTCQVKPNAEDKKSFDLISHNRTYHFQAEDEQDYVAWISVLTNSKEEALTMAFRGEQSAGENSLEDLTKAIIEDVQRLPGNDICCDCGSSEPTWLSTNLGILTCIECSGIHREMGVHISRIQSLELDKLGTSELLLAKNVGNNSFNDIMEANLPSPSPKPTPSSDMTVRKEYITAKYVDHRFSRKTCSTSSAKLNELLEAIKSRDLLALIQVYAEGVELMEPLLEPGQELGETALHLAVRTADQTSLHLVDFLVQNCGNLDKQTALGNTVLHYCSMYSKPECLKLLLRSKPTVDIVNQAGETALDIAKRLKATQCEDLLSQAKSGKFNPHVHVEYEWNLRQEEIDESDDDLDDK
# PLC-gamma1 inh: inhibitors of human phospholipase C gamma1 | P19174 | purified PLC-gamma1, fluorogenic substrate, fluorescence | inhibition, % at 12.2 µM | 0.84% of 370,000 active; in the data active = inhibition above about 9.5%
# UHRF1 MBD2 ctr: blocks human UHRF1 binding to methylated DNA. Q96T88. UHRF1 binding to methylated oligo, TR-FRET. inhibition, % at 4.4 µM. 0.75% of 370,000 active. AID 687016; in the data active = inhibition above about 21%;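 also: UHRF1 SRA domain binding a hemimethylated CpG hairpin DNA probe; 0% = median of test compound wells and 100% = reference inhibitor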
# PLCb3 inh: blocks human PLC-beta3 enzyme activity. Q01970. Purified PLC-beta3, fluorogenic substrate, fluorescence. inhibition, % at 12.2 µM. 0.18% of 370,000 active. AID 720704; in the data active = inhibition above about 11%;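 also: 0% = median of compound wells on plate and 100% = full blocker control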
# Numbers without * were called inactive; i = inactive.
SMILES,ADAM17 inh,KLK7 zymogen act,DDE Tn6 FP inh,Tn7 DDE FP,MBD2 inh,ARFGAP1 inh,ASAP1 inh,PLC-gamma1 inh,UHRF1 MBD2 ctr,PLCb3 inh
O=C(CCc1nc(-c2ccccc2Cl)no1)NCc1ccco1,-2.1,0.3,-1.7,-0.8,-2.0,1.9,-7.1,0.2,2.7,-11.4
CC(=O)Nc1ccc(S(=O)(=O)NCC2CCC(C(=O)N3CCN(c4ccccn4)CC3)CC2)cc1 (stereo unspecified),-6.5,-0.1,3.0,4.1,0.6,-2.3,3.1,2.4,-1.6,3.1
CCCc1[nH]nc2c1C(c1ccc(OC)cc1OC)C(C#N)=C(N)O2 (stereo unspecified),-3.6,0.6,-6.7,-10.0,1.4,-2.3,8.4,-1.1,-0.3,-3.3
Cc1cccc(CC(=O)NC2CCN(C)CC2)c1,-3.0,0.3,3.3,-0.4,-0.5,-6.3,-1.3,1.6,-2.1,-2.9
COc1cc(OC)c(OC)cc1CN1CCCC(C(=O)c2ccccc2SC)C1 (stereo unspecified),-1.5,-0.2,-1.9,-10.0,2.9,-7.3,6.2,2.4,0.1,1.8
CCOc1ccc(CC(=NCCO)C2=C(O)CC(C)(C)CC2=O)cc1OCC,-0.5,0.3,-4.5,1.7,2.2,2.7,-3.2,-1.0,0.4,-1.4
CCOP(=O)(OCC)/C(=N/OC(=O)c1ccc(OC)cc1)C(N)=O,-5.6,0.4,-3.6,1.1,2.4,5.8,-12.1,-0.9,2.5,-2.8
OC(COc1ccc2cc(Br)ccc2c1)CN1CCCC1 (stereo unspecified),-1.8,-0.3,-1.2,-3.2,3.2,3.5,4.5,0.9,-10.0,-1.2
CCCCNC(=O)Nc1ccccn1,-5.0,0.2,-5.1,-2.5,2.6,7.2,-2.8,-0.9,8.0,6.1
COc1ccc(C(=O)c2oc3ccc(OC)cc3c2N)cc1,-22.1,1.6,0.7,-6.4,-1.1,11.4,4.2,-135.7,7.5,-168.3
COc1ccccc1NC(=O)COC(=O)CC(C)(C)CC1=NS(=O)(=O)c2ccccc2N1,-3.2,-0.1,1.0,3.2,-2.5,-3.3,-9.1,-2.9,4.3,-9.1
Cc1ccc2nc3c(cc(C(=O)NCCCn4ccnc4)n3C)c(=O)n2c1,i,66.7*,-8.2,3.4,-7.3,-4.9,-3.2,i,-1.8,i
CCOC(=O)c1ccc2c(c1)nc(SC(C)C(=O)NCC1CCCO1)n2CC (stereo unspecified),-1.0,0.2,4.7,3.5,8.6,0.3,-16.5,-1.4,17.2,-8.6
CCCS(=O)(=O)C(=C1Nc2ccccc2N1)S(=O)(=O)CCC,-2.2,0.4,-5.6,-4.6,-2.1,5.3,-4.6,-0.2,-1.0,-2.8
NS(=O)(=O)c1ccc(NC(=O)/C(=C/c2ccncc2)NC(=O)c2ccccc2)cc1,0.6,0.5,-2.6,9.0,-2.1,8.8,12.5,5.5,4.0,-1.9
Cc1cc(C(=O)CCC(=O)N(C)CC(=O)Nc2ccc(OC(F)(F)F)cc2)c(C)s1,-0.2,-0.4,-5.1,5.7,1.6,2.8,3.4,-3.2,1.4,-12.5
COCCNc1ncnc2c1ncn2[C@H]1CN(CCN2CCOCC2)C[C@@H](CO)O1,-0.1,0.4,3.1,-2.8,-2.0,0.9,4.6,1.3,2.2,2.3
CCCCn1c(N)c(N(CC)C(=O)c2ccc(N(C)S(=O)(=O)c3ccc(C)cc3)cc2)c(=O)[nH]c1=O,-1.5,0.4,-2.6,-2.5,-1.4,4.7,-4.5,5.1,2.7,-0.9
Nc1nnc(SCCCC(=O)c2ccc(F)cc2)s1,-2.2,0.1,7.5,9.1,-6.3,-11.5,0.1,0.4,-4.0,1.7
COc1ccc(NC(=O)C2(C)Cc3c(-c4ccc(C(N)=O)cc4)ccnc3O2)cc1 (stereo unspecified),-2.9,0.3,-7.6,-1.6,4.5,0.2,-4.4,-0.1,0.9,3.4

# As a working copy, some entries already given:
SMILES,ADAM17 inh,KLK7 zymogen act,DDE Tn6 FP inh,Tn7 DDE FP,MBD2 inh,ARFGAP1 inh,ASAP1 inh,PLC-gamma1 inh,UHRF1 MBD2 ctr,PLCb3 inh
O=C(CCc1nc(-c2ccccc2Cl)no1)NCc1ccco1,-2.1,0.3,-1.7,-0.8,-2.0,1.9,-7.1,0.2,2.7,-11.4
CC(=O)Nc1ccc(S(=O)(=O)NCC2CCC(C(=O)N3CCN(c4ccccn4)CC3)CC2)cc1 (stereo unspecified),-6.5,-0.1,3.0,4.1,0.6,-2.3,3.1,2.4,-1.6,3.1

# The results go on.
SMILES,ADAM17 inh,KLK7 zymogen act,DDE Tn6 FP inh,Tn7 DDE FP,MBD2 inh,ARFGAP1 inh,ASAP1 inh,PLC-gamma1 inh,UHRF1 MBD2 ctr,PLCb3 inh
CC1CN(C(=O)CCC(=O)N2CCOCC2)c2ccccc2O1 (stereo unspecified),0.3,-0.3,-9.1,-0.8,-0.9,2.2,-2.0,5.1,2.2,1.8
CCOc1cccc(/C=N/N=C/c2cccc(OCC)c2O)c1O,0.6,0.2,1.5,3.2,1.3,-6.3,-6.1,0.6,-0.6,-1.0
COc1ccc(Cn2c(CCCO)nc3ccccc32)cc1OC,-0.1,-1.2,2.7,-6.2,-5.5,-9.2,-2.8,4.4,0.5,0.2
O=C(CSc1nnnn1-c1ccccc1)NC(=O)NCc1ccco1,0.6,0.4,-3.4,-1.2,4.0,4.4,4.4,-1.8,16.1,-2.4
O=C(CCN1C(=O)S/C(=C/c2ccccc2)C1=O)Nc1ccc(C(=O)O)c(O)c1,-1.9,0.4,5.6,0.0,-1.0,2.7,-3.1,0.6,0.6,-5.8
CCCCN(CC)S(=O)(=O)c1ccc2c(c1)CCCN2C(C)=O,-4.4,0.0,-5.3,-5.7,2.5,8.2,0.1,2.1,0.5,0.3
Cc1cc(C)c2c(C)c(C(=O)NCc3ccc(S(N)(=O)=O)cc3)oc2c1,-2.8,0.2,0.2,3.7,2.4,8.0,3.0,0.1,-0.3,-1.2
CCOc1ccc2[nH]c(=O)c(CN(Cc3ccco3)C(CC)c3nnnn3Cc3ccccc3)cc2c1 (stereo unspecified),-9.2,-4.4,-1.2,-5.0,-0.1,-9.1,-9.3,-8.3,4.0,-9.3
CC(NCc1ccccc1Cl)C(=O)Nc1ccc(C#N)cc1 (stereo unspecified),-4.1,0.6,-0.8,2.5,4.0,11.2,-0.4,-2.0,1.9,-8.2
COc1ccccc1-c1ccc([C@@H]2C[C@H]3[C@@H](CN2)CON3C)cc1,-0.6,-0.2,0.0,5.6,0.3,-5.5,2.6,2.8,-1.7,-0.3
CCOc1ccccc1OCC(=O)Nc1nnc(COC)s1,-4.1,-0.1,-8.4,0.9,8.1,16.4,3.8,-1.5,5.5,-1.6
Cc1noc(C)c1C(=O)OCC(=O)NCCc1ccccc1,2.4,0.1,-0.3,-1.3,3.3,1.4,-5.7,-2.9,-0.6,-8.2
C#CCN(CC=C)C(=O)C1CCC(=O)N(CCCc2ccccc2)C1 (stereo unspecified),0.5,-0.1,-1.4,-4.1,-7.2,2.9,4.2,1.0,1.1,-2.9
S=C(NCCc1ccccc1)Nc1cnc2ccccc2c1,-2.7,-0.1,1.2,0.0,2.9,-1.4,-6.1,3.0,-2.1,-7.1
CCc1ccccc1Nc1nc(N)nc(CSCC(=O)Nc2ccc(C)c(C)c2)n1,-2.4,0.1,7.5,-0.4,4.0,-2.5,7.7,0.0,9.4,-2.6
CC(C)CCNC(=O)c1onc(CSc2ccc(F)cc2)c1C(=O)NCCC(C)C,2.9,0.3,4.2,-6.5,-3.5,4.0,-11.1,0.7,-0.8,4.7
CCOc1ccc(-c2nnc(-c3cccs3)o2)cc1OCC,-10.7,0.5,6.3,3.4,-0.8,4.0,-7.6,-120.6,0.7,-149.7
COc1ccc(C2CCCCC2SCC(=O)O)cc1OC (stereo unspecified),-4.4,-0.2,-1.3,-2.2,3.1,-6.0,-1.6,4.0,9.5,4.5
CCOC(=O)C1=C(CSc2nc3ccccc3s2)NC(=O)NC1c1cccc([N+](=O)[O-])c1 (stereo unspecified),-1.3,0.4,0.7,-4.9,-1.0,-3.7,-7.0,6.6,-0.7,2.4
COc1ccc(NC(=O)COc2ccccc2C(=O)NCC(c2ccccc2)N(C)C)cc1Cl (stereo unspecified),3.5,0.8,1.8,0.5,-3.9,3.5,-2.2,7.1,0.5,0.9
Nc1nc(Br)c2c(F)cccc2c1-c1ccc(F)cc1,-36.6,4.8,3.2,-0.9,5.0,0.0,-2.9,-131.7,6.7,-183.7
Cn1nc(C(F)(F)F)c(C(=O)Nc2ccc(F)cc2F)c1Sc1cccc(C(F)(F)F)c1,9.8*,-0.6,-4.8,-0.2,-3.8,9.0,0.5,4.9,-1.0,5.0
CSc1nncc(-c2ccc(F)c(F)c2)n1,-3.1,-0.5,2.4,-0.4,3.7,3.8,8.6,-0.5,-5.8,1.2
CC(C)CNS(=O)(=O)c1ccc(Br)cc1N1CCC[C@@H]1CO,3.4,0.5,5.5,2.1,-5.6,-4.5,2.7,0.8,0.3,-2.0
CC(C)(C)NC(=O)COC(=O)c1cc(Cl)ccc1[N+](=O)[O-],2.0,0.5,-10.0,-3.8,-1.2,2.2,-3.8,1.8,-0.1,2.9
CC(=O)Nc1ccc(S(=O)(=O)NC2=C(N3CCN(c4ccc(F)cc4)CC3)C(=O)c3ccccc3C2=O)cc1,-2.5,0.4,-4.8,4.0,-11.8,22.0,-2.4,2.8,-0.8,0.8
Cc1ccc(NC(=O)NCCCN2CCCC2=O)cc1,-5.5,0.6,-2.3,-1.6,-3.4,0.8,8.4,0.9,0.2,-1.8
O=C(Cn1cnnn1)NC1CCCN(Cc2ccccc2F)C1 (stereo unspecified),-3.9,-1.1,0.0,-5.2,-0.3,3.1,-4.9,0.5,-2.2,-8.2
C[C@H](O)[C@@H]1C(=O)N2CCc3ccc(-c4ccccc4)cc3[C@@H]2C[C@@H]1N(C)C(=O)c1ccc(C#N)cc1,-1.9,0.9,2.6,-2.9,-5.0,-2.0,10.0,-2.5,-1.1,-6.3
COc1cc(/C=N/NC(=O)/C(=C\c2ccc3c(c2)OCO3)NC(=O)c2ccccc2)ccc1O,-1.8,-0.4,4.2,2.0,1.0,-1.0,0.1,-15.8,-1.4,-16.6
C1CCc2c(nc3nnnn3c2N2CCOCC2)C1,-6.4,0.7,9.2,-5.4,5.2,16.9,-12.4,-1.9,0.0,0.1
Cc1cc(OCC(=O)NCCCN(C)C)cc(C)c1Br,-1.1,-1.4,2.7,3.3,-6.3,2.2,-4.8,0.8,-2.0,1.2

# Copied from the list:
# Under Tn7 DDE FP, CC(C)CNS(=O)(=O)c1ccc(Br)cc1N1CCC[C@@H]1CO is entered as 2.1
# Under ASAP1 inh, C[C@H](O)[C@@H]1C(=O)N2CCc3ccc(-c4ccccc4)cc3[C@@H]2C[C@@H]1N(C)C(=O)c1ccc(C#N)cc1 is entered as 10.0
# Under ARFGAP1 inh, Nc1nc(Br)c2c(F)cccc2c1-c1ccc(F)cc1 is entered as 0.0
# Under ARFGAP1 inh, Cc1cc(OCC(=O)NCCCN(C)C)cc(C)c1Br is entered as 2.2
# Under ASAP1 inh, O=C(Cn1cnnn1)NC1CCCN(Cc2ccccc2F)C1 (stereo unspecified) is entered as -4.9

# Rows are unselected; about 4.1% have a hit in one of these screens.
